Abeta rescue = qHTS for compounds that reverse cellular toxicity of Amyloid beta (A-beta) peptide in yeast: Primary Screen; 410,000 compounds, 0.063% hits; yeast expressing A-beta42, growth rescue, OD600, 48 h; response scale: 0% DMSO, 100% iron-clioquinol control; Potency, µM (doses to about 46.1 µM), inactives show at the top dose growth rescue, hits mostly activators; note: potency is the fitted concentration of half-maximal effect; nearly all actives have a fitted effect of over 55% in size
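Growth rescue measured by 600 nm absorbance after 48 h yeast culture at 30 C with compound. Values normalized between DMSO and an equimolar ferric chloride plus clioquinol control.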
DRD3 antagonist = qHTS of D3 Dopamine Receptor Antagonist: qHTS; D(3) dopamine receptor (Homo sapiens), P35462; D3R cells, DiscoveRx beta-arrestin luminescence, antagonist mode; stronger effect = lower value; max response, negative = inhibition, %; 360,000 compounds, 2.5% hits; AID 652054, 2013; in the data active = max response below about -50%; inconclusive = no clear call, values can overlap the other calls; note: % is set by controls: 0 for no effect and ±100 for the full control effect; mostly tested at two doses, the higher about 12 µM
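Cells plated overnight at 1500 cells/well, then exposed to library compounds with dopamine controls for 90 minutes at 37 degrees C. DiscoveRx reagent added for 30–60 minutes at room temperature; luminescence read, quantitative HTS format.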
TDP-43 yeast inh = qHTS of TDP-43 Inhibitors. Potency, µM (doses to about 46.1 µM), for the others: at the top dose growth rescue (activation), hits mostly activators. TDP-43 expressing yeast growth rescue, BacTiter-Glo, 24 h. 410,000 compounds, 1.8% hits; note: potency is the fitted concentration of half-maximal effect; % of control where 0% means no effect; nearly all actives have a fitted effect of over 50% in size
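Galactose-induced TDP-43 yeast, OD600=0.02, compound pinned; 24 hr, 30 deg C; BacTiter-Glo luminescence for growth. Inhibitors of TDP-43 toxicity read as activators.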
EPAC2 ag = qHTS for Agonist of cAMP-regulated guanine nucleotide exchange factor 4 (EPAC2): primary screen; Rap guanine nucleotide exchange factor 4 (Homo sapiens), Q8WZA2; EPAC2 activation, biochemical qHTS; response scale: 100% = 6.5 mM cAMP response; Potency, µM (doses to about 154 µM), for inactives: top-dose activation, hits mostly activators; 360,000 compounds, 0.079% hits; note: potency is the fitted concentration of half-maximal effect; nearly all actives have a fitted effect of over 50% in size
Target sequence (Q8WZA2 whole entry, looked up): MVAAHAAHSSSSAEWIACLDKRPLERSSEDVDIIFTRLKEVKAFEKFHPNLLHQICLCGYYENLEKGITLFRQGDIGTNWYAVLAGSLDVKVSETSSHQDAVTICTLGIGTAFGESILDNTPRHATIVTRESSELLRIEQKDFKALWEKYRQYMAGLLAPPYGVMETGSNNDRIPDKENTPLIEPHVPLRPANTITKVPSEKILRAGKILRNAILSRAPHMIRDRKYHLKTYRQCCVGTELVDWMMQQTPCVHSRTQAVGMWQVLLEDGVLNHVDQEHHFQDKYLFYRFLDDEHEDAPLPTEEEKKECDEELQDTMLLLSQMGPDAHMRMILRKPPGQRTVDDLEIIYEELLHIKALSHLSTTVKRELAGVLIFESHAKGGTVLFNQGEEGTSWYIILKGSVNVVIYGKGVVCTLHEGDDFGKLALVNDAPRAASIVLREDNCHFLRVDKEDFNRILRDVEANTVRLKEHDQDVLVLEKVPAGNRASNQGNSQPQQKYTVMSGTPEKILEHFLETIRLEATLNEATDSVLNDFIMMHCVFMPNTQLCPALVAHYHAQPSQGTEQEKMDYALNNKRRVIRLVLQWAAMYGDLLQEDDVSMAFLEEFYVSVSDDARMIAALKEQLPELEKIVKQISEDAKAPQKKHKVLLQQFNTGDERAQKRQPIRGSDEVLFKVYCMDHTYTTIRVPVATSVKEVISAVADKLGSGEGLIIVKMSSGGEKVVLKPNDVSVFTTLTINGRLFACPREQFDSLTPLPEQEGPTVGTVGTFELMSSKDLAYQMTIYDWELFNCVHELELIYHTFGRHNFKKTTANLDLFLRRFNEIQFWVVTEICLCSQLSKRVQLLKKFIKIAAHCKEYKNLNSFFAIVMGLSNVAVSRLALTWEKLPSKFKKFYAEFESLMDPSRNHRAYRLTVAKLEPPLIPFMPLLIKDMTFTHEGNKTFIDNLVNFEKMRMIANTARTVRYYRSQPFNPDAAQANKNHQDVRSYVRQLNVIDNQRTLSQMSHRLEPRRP
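Fluorescence exchange assay: 100 nM EPAC2 with 250 nM RAP1B-BODIPY-GDP and 50 uM GDP; compounds tested as a concentration-titration series (qHTS). Loss of Rap1-bound BODIPY-GDP fluorescence read at 480/540 nm; data normalized to 6.5 mM cAMP.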
EPAC2 antagonist = qHTS for Antagonist of cAMP-regulated guanine nucleotide exchange factor 2 (EPAC2): primary screen. Rap guanine nucleotide exchange factor 4 (Homo sapiens), Q8WZA2. EPAC2 GEF exchange of Rap1B-BODIPY-GDP, fluorescence. Potency, µM (doses to about 114 µM), without a hit: top-dose activity, negative = inhibition, hits mostly inhibitors. 360,000 compounds, 0.18% hits. AID 720708, 2013; note: potency is the fitted concentration of half-maximal effect; % is set by controls: 0 for no effect and ±100 for the full control effect; nearly all actives have a fitted effect of over 45% in size; many of its hits are not listed in these tables
FUS yeast rescue = qHTS for Suppressors of FUS Proteinopathy: Primary screen using FUS-linked yeast assay | S. cerevisiae FUS-expressing, growth rescue, OD600, 24 h | AID 1347120, 2019 | 390,000 compounds, 0.24% hits | Potency, µM (series often up to 76.6 µM), inactives show at the top dose growth rescue (activation), most hits filed as activators;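 note: potency is the fitted concentration of half-maximal effect; plate controls were DMSO vehicle for no effect and reference control for full effect; nearly all actives have a fitted effect of over 55% in size; some results filed as inactive show a strong effect at the top dose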
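Quantitative HTS measuring growth restoration of FUS-toxic yeast. Galactose-induced cells (OD 0.005) were exposed 24hr at 30C to compounds at several concentrations, then absorbance at 600 nm was recorded.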
aSyn yeast inh = qHTS of alpha-syn Inhibitors; Yeast expressing alpha-synuclein, growth rescue, BacTiter-Glo, 24 h; Potency, µM (series often up to 46.1 µM), for inactives: at the highest dose growth rescue (activation), usual class: activators; 370,000 compounds, 0.14% hits; note: potency is the fitted concentration of half-maximal effect; % of control where 0% means no effect; nearly all actives have a fitted effect of over 65% in size
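Readout is rescue of growth in alpha-synuclein-expressing yeast, so inhibitors of toxicity appear as activators. Growth after 24 hr at 30 deg C in galactose medium is quantified by luminescence.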
D3 ag = qHTS of D3 Dopamine Receptor Agonist: qHTS | D(3) dopamine receptor (Homo sapiens), P35462 | D3R DiscoveRx beta-arrestin cells, luminescence, 90 min | max activation, % | 410,000 compounds, 0.58% hits; in the data active = max activation above about 30%; note: 0% is about no effect; mostly tested at two doses, the higher about 12 µM
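Agonist mode: compounds and dopamine controls were applied to plated cells for 90 min at 37 degrees C after an overnight attachment at 1500 cells/well. Luminescent read-out followed 30 - 60 minutes at room temperature with DiscoveRx detection reagent.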
* hit, by the source's call; ? = inconclusive; nt = not tested or not shown; [ ] = dose if it differs, or a comment. Unless noted, calls come from the whole dose curve; as a rule, active = well fitted curve in the direction sought with a large enough effect; inconclusive = small, poorly fitted or top-dose-only effect, or another doubt; inactive = no such curve, though single readings can be large; an effect the other way counts as inactive or inconclusive.

SMILES	Abeta rescue	DRD3 antagonist	TDP-43 yeast inh	EPAC2 ag	EPAC2 antagonist	FUS yeast rescue	aSyn yeast inh	D3 ag
O=[N+]([O-])c1ccccc1CN1CCN(Cc2c[nH]c3ccccc23)CC1	-16%	?	-5%	9%	7%	19%	8%	-11
CC(C)(C)N(Cc1ccccc1)C(=O)CCc1ccccc1	-15%	7	-6%	4%	?	13%	-4%	-7
COc1ccc(C(=O)Nc2ccc3oc(-c4cc(Cl)ccc4Cl)nc3c2)cc1Br	-10%	nt	-1%	nt	nt	-8%	nt	-7
COCCN(C(=O)COC(=O)COc1ccc2c(c1)CCC2)c1c(N)n(Cc2ccccc2)c(=O)[nH]c1=O	-5%	-2	3%	-4%	-13%	12%	4%	7
Cc1c(CNC2CCCCC2)c(C(=O)O)c(C)n1Cc1ccccc1F	-7%	nt	2%	nt	nt	-6%	nt	-16
Cn1c(SCC(=O)c2cccs2)nnc1-c1ccco1	3%	17	-9%	3%	6%	23%	0%	0
O=c1cc(C2CCCCC2)[nH]c(=O)[nH]1	2%	1	11%	1%	10%	nt	-2%	1
CC(C)CCn1c(NCCN(C)C)nc2c1c(=O)[nH]c(=O)n2C	-18%	?	-10%	-23%	-2%	-12%	-1%	-10
O=C(C1CCC1)N(CCc1ccccc1)Cc1nc2ccccc2c(=O)[nH]1	13%	29	21%	-7%	-2%	16%	4%	2
O=C(CSc1nnc(-c2ccncc2)n1CC1CCCO1)Nc1ccccc1Cl (stereo unspecified)	-14%	4	10%	6%	1%	-19%	6%	7
CCOC(=O)c1c(C)[nH]c(C(=O)OCC(=O)NCc2ccco2)c1C	-6%	21	0%	-3%	7%	-3%	?	1
O=C(NCc1ccco1)C1CC(=O)N(c2ccc(Cl)cc2)C1 (stereo unspecified)	-8%	5	2%	4%	-2%	10%	4%	-3
COc1cc(C(=O)NC(c2ccccc2)c2ccccc2)cc(OC)c1C	-12%	-8	4%	5%	-2%	-6%	8%	-6
Cc1[nH]c(C(=O)N/N=C/c2ccc(C(=O)O)cc2)c(C)c1C(=O)N/N=C/c1ccc(C(=O)O)cc1	-7%	0	16%	11%	0%	12%	-3%	-10
CNC(=S)Nc1cccc(S(=O)(=O)NC2=NCCC2)c1	-6%	13	5%	6%	1%	-4%	2%	6
COc1ccccc1C(=O)NC(CCSC)C(=O)NC1CC1 (stereo unspecified)	0%	-10	14%	1%	-3%	-20%	-5%	0
CCOC(=O)c1ccc(NC(=O)c2ncn(-c3ccccc3)n2)cc1	-11%	nt	22%	nt	nt	10%	nt	2
Fc1ccccc1CN1CCN(c2ncccn2)CC1	-5%	-2	-26%	5%	3%	10%	0%	23
COC(=O)C1=C(C)N(CCc2ccc(OC)c(OC)c2)C(=O)/C1=C\c1ccc(O)cc1	0%	0	4%	3%	-7%	nt	-4%	-8
COc1ccc(Cl)cc1NC(=O)/C=C/C(=O)O	20%	-16	-16%[1.82 µM]	7%	6%	18%	-2%	-10
O=C(N/N=C/c1ccc(O)cc1O)c1ccc(CN2C(=O)c3cccc4cccc2c34)cc1	-1%	5	17%	3%	4%	?	-2%	30
COc1ccc(Cl)cc1N(C(=O)c1ccco1)C(C(=O)NC1CCCC1)c1ccncc1 (stereo unspecified)	1%	-3	-16%	7%	2%	15%	-2%	-1
COc1ccc(CNc2ncnc3c2c(-c2ccccc2)cn3-c2ccc(C)c(Cl)c2)cc1	-2%	nt	14%	nt	nt	5%	nt	8
Cc1cc(C)c(NC(=O)Cn2nc(-c3ccccc3)nc2-c2ccccc2)c(C)c1	3%	2	-1%	-9%	-1%	nt	-1%	-6
CN(C)S(=O)(=O)c1ccc(NC(=O)CSc2n[nH]c(=O)n2C2CC2)cc1	-8%	-10	-1%	11%	5%	-26%	-5%	-2
Cc1ccccc1OCC(=O)NNC(=O)c1ccc(-c2ccccc2)cc1	-20%	-11	-20%	8%	-9%	?	-13%	0
CSc1ncc(Cl)c(C(=O)Nc2c(C)cccc2C)n1	-7%	-6	5%	12%	1%	-9%	-20%	5
O=C(O)CC(CNS(=O)(=O)c1cccc2nsnc12)c1ccccc1 (stereo unspecified)	-10%	-8	-24%	10%	-2%	20%	0%	0
CC(C)c1ccc(S(=O)(=O)N(C)C2(C)CCS(=O)(=O)C2)cc1 (stereo unspecified)	4%	5	-9%	-9%	-7%	0%	4%	-6
CCOC(=O)C1=C[C@@H](CC)N(S(=O)(=O)c2ccc([N+](=O)[O-])cc2)[C@H]1c1ccccc1	2%	83	12%	10%	-13%	6%	-17%	26
Cc1ccc(-c2nc3cccnc3s2)cc1NC(=O)Cc1ccccc1	1%	nt	-10%	nt	nt	-6%	nt	-2
COc1ccc(/C=C/C(=O)Oc2ccc(C)cc2)cc1	-13%	-10	20%	13%	1%	-26%	-8%	-7
Cc1cc(C)cc(Oc2coc3cc(OCC(=O)NC4CCCCC4)ccc3c2=O)c1	-20%	nt	6%	nt	nt	-26%	nt	-8
CCn1c(SCC(=O)Nc2ccccc2C(=O)OC)nnc1-c1cccc(C)c1	-3%	11	-5%	8%	1%	17%	-7%	-36
COc1ccc(NC(=O)COC(=O)CCc2nc3ccccc3c(=O)[nH]2)cc1Cl	-6%	4	12%	2%	-3%	-23%	1%	2
COc1ccccc1-c1cc2nc(C)c(CCC(=O)NCCc3cccc(C)c3)c(C)n2n1	21%	nt	13%	nt	nt	-3%	nt	-2
CC(C)C[C@H]1CNC(=S)N1CC1CCN(CCCC2CCCCC2)CC1	-3%	-101*	-5%	8%	-10%	-2%	-3%	-46
CCN(Cc1ccccc1)S(=O)(=O)c1ccc(S(=O)(=O)N2CCN(CCC#N)CC2)cc1	6%	-17	23%	9%	2%	-21%	7%	-3
Clc1ccc(-c2n[nH]c3c2CCC3)c(Cl)c1	12%	21	?	11%	-1%	?	12%	8
COc1ccc(C2C(C(=O)Nc3ccccc3)=C(C)Nc3nc(-c4ccccc4Cl)nn32)cc1OC (stereo unspecified)	-3%	nt	28%	nt	nt	?	nt	3
COc1ccc(CNC(=O)c2ccc(CNS(=O)(=O)c3ccc(OC)cc3)cc2)cc1	-8%	nt	0%	nt	nt	-4%	nt	-3
Cc1cccc(C2=NN(c3ccccc3)[C@@H](C(=O)N3CCOC3=O)[C@@H]2c2ccc(Cl)cc2)c1	3%	?	-10%	17%	-2%	?	16%	2
O=S(=O)(N1CCCCC1)n1c(Cc2ccccc2)nc2ccccc21	-5%	-8	24%	6%	-15%	8%	16%	18
C#CCN1C(=O)C(O)(CC(=O)c2ccc3c(c2)OCCO3)c2ccccc21 (stereo unspecified)	6%	?	22%	-1%	7%	-18%	0%	6
Cc1nnc(NC(=O)c2cc3n(n2)C(C(F)(F)F)CC(C2CC2)N3)s1 (stereo unspecified)	-8%	-11	-9%	-4%	1%	4%	-5%	-8
CC(C)OCCCNC(=O)CSc1c2c(nc3ccc(Cl)cc13)CCCC2	-11%	nt	?	nt	nt	12%	nt	-11
O=C(NCC1CCCO1)c1cc(-c2ccc(F)cc2)no1 (stereo unspecified)	nt	3	12%	0%	10%	-29%	0%	-12
CCOC(=O)Cc1nnc(NC(=O)COc2ccc(F)cc2)s1	28%	4	-8%	-3%	12%	13%	-3%	6
CN(CC(=O)NCc1ccccc1)Cc1cccc(F)c1	-14%	?	12%	7%	5%	-1%	10%	-20
O=C(O)C1CC(c2ccccc2F)=NO1 (stereo unspecified)	-3%	19	19%	12%	-7%	7%	3%	0
O=C(Nc1nc2c(s1)CCCC2)c1cc2n(n1)C(C(F)(F)F)CC(C1CC1)N2 (stereo unspecified)	17%	0	-1%	-7%	-1%	32%	-4%	-7
Cc1cc(-n2nc(C)cc2C)n2nc(C)c(-c3ccccc3)c2n1	6%	-12	-11%	15%	-3%	7%	-7%	-6
Cn1ccc(-c2ccccc2)c(C#N)c1=O	-6%	11	-1%[0.397 µM]	2%	5%	-10%	-1%	1
O=C(CN(Cc1ccco1)C(=O)Cn1nnc(-c2cccs2)n1)NCC1CCCO1 (stereo unspecified)	0%	-5	8%	-1%	1%	-12%	2%	-4
COc1ccc(-c2csc(N3CCC(c4ccccc4)C3)n2)cc1 (stereo unspecified)	17%	-1	?	4%	-1%	12%	2%	0
CC(C)(C)N(Cc1ccccc1)C(=O)COC(=O)CCN1C(=O)C2CC=CCC2C1=O (stereo unspecified)	10%	0	8%	-5%	-7%	14%	-1%	13
Cc1ccc(-c2nnc(SCC(=O)N/N=C/c3ccc(C)s3)n2-c2ccccc2)cc1	-21%	2	7%	8%	6%	-11%	-16%	-9
CCOC(CNC(=O)c1cccn2c(=O)c3c(C)c(C)sc3nc12)OCC	-30%	38	22%	-12%	-20%	7%	4%	4
O=C1c2ccccc2C(=O)N1c1nccs1	-3%	13	-16%	5%	-16%	-4%	4%	1
CC(CCc1ccco1)NC(=O)Cn1ncc2c1-c1ccccc1OC2 (stereo unspecified)	5%	-22	8%	9%	-3%	9%	-1%	2
COc1ccccc1C(=O)NCC(=O)N/N=C/c1cccc(Cl)c1	-3%	1	17%	5%	1%	11%	-5%	-2
COc1cc(OC)cc(C(=O)NC(C)c2ccc(Br)cc2)c1 (stereo unspecified)	14%	12	4%[0.397 µM]	10%	-3%	1%	0%	2

2 of these compounds in a different format:
Each structure is followed by: Abeta rescue | DRD3 antagonist | TDP-43 yeast inh | EPAC2 ag | EPAC2 antagonist | FUS yeast rescue | aSyn yeast inh | D3 ag
CC(C)OCCCNC(=O)CSc1c2c(nc3ccc(Cl)cc13)CCCC2
→ -11% | nt | ? | nt | nt | 12% | nt | -11
O=C(NCC1CCCO1)c1cc(-c2ccc(F)cc2)no1 (stereo unspecified)
→ nt | 3 | 12% | 0% | 10% | -29% | 0% | -12

Assay outcomes from PubChem.

These rows are one share of the data; the hit share may differ from the screen's.
